# Screening data: PubChem, several laboratories
# MrgX1 allo act = positive allosteric modulators of MrgX1, primary screen, HEK293 cells, Fluo-4 calcium flux; actives 0.63% (n = 310,000); FDSS; stronger effect = higher value; AID 588675, 2011; Mas-related G-protein coupled receptor member X1 (Homo sapiens), Q96LB2; B-score at 10 µM;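 active = plate-corrected calcium response at least 3 library SD above typical, normal starting fluorescence, not activating the receptor alone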;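 note: compound read alongside a low EC10 to EC30 dose of BAM8-22 agonist; peak minus trough fluorescence over baseline measured at the second addition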
# TRPC4 inh = inhibitors of mouse TRPC4 channel, primary screen, Fluo4 calcium, HEK293 TRPC4beta/mu-opioid cells | Short transient receptor potential channel 4 (Mus musculus), Q9QUQ5 | DAMGO-evoked Fluo4 calcium flux; stronger effect = lower value | B-score at 10 µM | actives 0.39% (n = 300,000);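 active = B-score over 3 SD under the library average, no early fluorescence shift, positive overall ratio signal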
#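 Material: HEK293 cells with stable TRPC4beta plus mu-opioid receptor expression; probe or stimulus: DAMGO in two steps, submaximal then maximal; technique: Fluo4 calcium fluorescence by kinetic imaging, 5 s 1 Hz baseline; measure: integrated fluorescence ratio relative to baseline, converted to per-well B score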
# HIF activator = HIF pathway transcriptional activators, primary screen, cell-based, U2OS HRE-luciferase, luminescence. U2OS HRE-luciferase reporter; normalized: DMSO 0%, desferrioxamine 100%. AID 1910, 2009. activation, % at 7.5 µM (by protocol). actives 0.32% (n = 300,000);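 active = mean activation of at least 10% of the iron chelator positive control signal, with at least half of replicates also reaching 10%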
# PolyA inh = polyadenylation inhibitors in yeast reporter cells, primary screen, luminescence, S. cerevisiae; calls only at 12 µM; actives 0.02% (n = 300,000); S. cerevisiae SKY197-pL101 polyadenylation reporter, beta-gal luminescence; efflux-impaired pdr1/pdr3 knockout yeast; score 100 = 6 SD above DMSO; AID 1875, 2009;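 active = lowest replicate activity score at least 50, where 100 means six control SD above control mean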;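 note: yeast exposed to compound for 9 h at 30 °C; higher score means more reporter readthrough which indicates perturbed polyadenylation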
# TRPC4 agonist = activators of mouse TRPC4 channel, primary screen, Fluo4 calcium, HEK293 TRPC4beta/mu-opioid cells; Short transient receptor potential channel 4 (Mus musculus), Q9QUQ5; Fluo4 calcium fluorescence; stronger effect = higher value; actives 0.49% (n = 310,000); B-score at 10 µM; AID 2237, 2010;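 active = B-score above 5 SD of library B-scores, and initial fluorescence ratio not above library mean plus 5 SD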;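 note: positive B-score marks a calcium rise read as TRPC4 activation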
#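 Test system: HEK293 cells stably co-expressing mouse TRPC4beta and mu-opioid receptor | Schedule: Fluo4 dye loading 45 min at room temperature, 110 s recording | Measured by: Kinetic Fluo4 calcium fluorescence, 5 s baseline at 1 Hz | Evaluation: B score of integrated ratio | Controls: Buffer (low) and maximal DAMGO (high)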
# TRPC6 activator = mouse TRPC6 channel activators, primary screen, cell-based, HEK293, membrane potential dye; Short transient receptor potential channel 6 (Mus musculus), Q61143; HEK293-TRPC6 membrane potential dye fluorescence; stronger effect = higher value; B-score at 10 µM; actives 0.13% (n = 310,000);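 active = B-score of the integrated fluorescence ratio above library mean plus 3 SD, and starting fluorescence ratio within library mean plus 5 SD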;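 note: higher score means more depolarization so channel activation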
# Target sequence (Q61143 whole entry, looked up): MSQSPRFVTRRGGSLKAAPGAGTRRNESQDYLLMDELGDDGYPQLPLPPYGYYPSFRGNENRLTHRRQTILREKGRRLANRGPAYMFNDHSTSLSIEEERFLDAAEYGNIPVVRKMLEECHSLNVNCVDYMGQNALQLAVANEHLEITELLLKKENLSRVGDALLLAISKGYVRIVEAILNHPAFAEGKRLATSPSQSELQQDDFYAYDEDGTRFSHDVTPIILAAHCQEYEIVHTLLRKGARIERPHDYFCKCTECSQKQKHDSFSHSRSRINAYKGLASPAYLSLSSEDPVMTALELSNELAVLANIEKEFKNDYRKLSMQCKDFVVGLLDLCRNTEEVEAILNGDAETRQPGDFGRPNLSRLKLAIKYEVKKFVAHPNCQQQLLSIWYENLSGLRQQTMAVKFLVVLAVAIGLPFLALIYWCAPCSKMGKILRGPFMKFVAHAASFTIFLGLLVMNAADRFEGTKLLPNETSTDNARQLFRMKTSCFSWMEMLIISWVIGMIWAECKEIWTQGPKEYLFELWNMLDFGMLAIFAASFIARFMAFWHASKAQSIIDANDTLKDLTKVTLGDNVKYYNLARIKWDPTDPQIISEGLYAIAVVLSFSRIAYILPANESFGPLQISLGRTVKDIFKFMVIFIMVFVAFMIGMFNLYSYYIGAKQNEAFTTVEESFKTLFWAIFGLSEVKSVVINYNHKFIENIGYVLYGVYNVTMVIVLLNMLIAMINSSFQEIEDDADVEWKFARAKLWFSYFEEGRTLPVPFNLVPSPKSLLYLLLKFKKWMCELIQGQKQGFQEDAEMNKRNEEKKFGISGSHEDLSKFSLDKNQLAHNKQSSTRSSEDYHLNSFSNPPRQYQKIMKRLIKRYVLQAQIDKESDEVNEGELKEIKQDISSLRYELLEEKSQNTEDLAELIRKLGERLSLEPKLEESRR
# AI-2 QS modul = Vibrio harveyi AI-2 quorum sensing modulators, primary screen, JMH597 strain, luminescence/OD600 ratio; Vibrio harveyi JMH597 AI-2 luminescence/OD600 ratio, 9 h; stronger effect = lower value; strain lacks LuxN and CqsS sensors; 0 = neutral-control median; activity change, % at 7.5 µM; actives 0.4% (n = 300,000); AID 2094, 2009; in the data active = activity change below about -75%, passing the limit was not always enough;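 note: luminescence divided by OD600 gain over 9 h not by final OD600 alone; inactives centre near 13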
# MrgX1 antag = antagonists of human MrgX1 receptor, primary screen, HEK293 cells, Fluo-4 calcium flux; AID 588676, 2011; Mas-related G-protein coupled receptor member X1 (Homo sapiens), Q96LB2; actives 1.3% (n = 310,000); BAM8-22 antagonism; stronger effect = lower value; B-score at 10 µM;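 active = calcium-response B-score plate-corrected more than 3 library SD below zero, starting fluorescence within 5 deviations, no agonist response on first addition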;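 note: peak minus trough fluorescence over baseline after final BAM8-22 challenge near maximal dose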
# TRPC6 inh = mouse TRPC6 channel inhibitors, primary screen, cell-based, HEK293, membrane potential dye. B-score at 10 µM. ACh-evoked depolarization; stronger effect = lower value. Short transient receptor potential channel 6 (Mus musculus), Q61143. actives 1.1% (n = 310,000);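 active = B-score under library mean minus 3 SD, initial fluorescence not abnormally high, positive integrated signal ratio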;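 note: B-score derived from integrated fluorescence ratio over the kinetic read; more negative B-score means stronger inhibition of depolarization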
# TRPC4 PAM = positive allosteric modulators of TRPC4, primary screen, cell-based, mouse TRPC4beta, HEK293 mu-opioid, Fluo-4 calcium; Short transient receptor potential channel 4 (Mus musculus), Q9QUQ5; DAMGO EC20, Fluo-4 Ca2+ flux; stronger effect = higher value; B-score at 10 µM; actives 0.42% (n = 310,000);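 active = B-score of calcium response area above 5 SD of library B-scores, with initial fluorescence ratio within 5 SD of library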;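 note: B-score of integrated fluorescence ratio over time as area under calcium response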
# MrgX1 ag = agonists of human MrgX1 receptor, primary screen, HEK293 cells, Fluo-4 calcium flux. Mas-related G-protein coupled receptor member X1 (Homo sapiens), Q96LB2. Fluo-4 calcium fluorescence, agonist mode; stronger effect = higher value. B-score at 10 µM. actives 0.44% (n = 310,000);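 active = calcium response B-score plate-corrected fluorescence ratio at least 3 library SD, with starting fluorescence B-score inside 5 SD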
#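 Test system: HEK293 cells stably expressing human MrgX1 receptor; amount: 15,000 cells per well; doses: compound delivered in addition one of three; times: overnight plating before 1 h dye loading; detection: Fluo-4 NW calcium-flux fluorescence, kinetic read; read-out basis: B-scored fluorescence response ratio; controls: positive and negative controls per plate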
# Active calls of the source: *; i = inactive; nt = not tested or not shown. A portion of the library, so the mix of outcomes need not match the whole.
# Second line of a record: AI-2 QS modul | MrgX1 ag | TRPC6 inh | MrgX1 allo act | TRPC4 PAM | MrgX1 antag | TRPC6 activator | TRPC4 inh | HIF activator | TRPC4 agonist | PolyA inh
COc1cccc(NC(=O)CC(C)=O)c1
  11.4 | i | i | i | i | i | i | i | 0.2 | i | i
CCn1c(SCC(=O)Nc2cccc(F)c2)nnc1-c1cc2cc(Br)ccc2o1
  15.0 | i | i | i | i | i | i | i | 1.8 | i | i
CC(=O)N1CCc2cc(Br)cc(S(=O)(=O)NCCCN(C)Cc3ccccc3)c21
  28.6 | i | i | i | i | i | i | i | -23.5 | 119* | i
CCC(CC)NC(=O)c1ccc2c(c1)OCCO2
  40.0 | i | i | i | i | i | i | i | 2.2 | i | i
CCCC1CC(C(=O)Nc2ccccc2)C(=O)O1 (stereo unspecified)
  20.0 | i | i | i | i | i | i | i | -0.2 | i | i
CC(=O)c1ccccc1OCCCCN1CCCCC1
  12.6 | i | i | i | i | i | i | i | -0.9 | i | i
CCCCc1ccc(CC2S/C(=C(\C#N)C(=O)N3CCOCC3)N(c3ccccc3)C2=O)cc1 (stereo unspecified)
  13.1 | i | i | i | i | i | i | i | -0.1 | i | i
Cc1ccccc1N1CCN(Cc2ccc(Br)o2)CC1
  16.2 | i | i | i | i | i | i | i | -0.2 | i | i
O=C(CCN1C(=O)c2ccccc2C1=O)NCCCn1ccnc1
  27.5 | i | i | i | i | i | i | i | -1.4 | i | i
CCOc1cc(Cl)c(S(=O)(=O)NCc2cccnc2)cc1Cl
  17.2 | i | i | i | i | i | i | i | -3.5 | i | i
COC(=O)C1=C(CN2CCN(C)CC2)NC(=O)NC1c1cc(C)ccc1C (stereo unspecified)
  21.7 | i | i | i | i | i | i | i | -0.3 | i | i
COC(=O)c1cn(Cc2cccnc2)c(=O)c2ccccc12
  15.1 | i | i | i | i | i | i | i | -0.5 | i | i
NC(=O)C1(N2CCCCC2)CCN(C2CC(=O)N(Cc3ccc(N4CCCC4=O)cc3)C2=O)CC1 (stereo unspecified)
  1.6 | i | i | i | i | i | i | i | 0.1 | i | i
CCC(C)c1ccc(NC(=O)C2CCN(c3ncccn3)CC2)cc1 (stereo unspecified)
  5.6 | i | i | i | i | i | i | i | 0.0 | i | i
CCOC(=O)c1cnc(SCc2nc(N)nc(Nc3ccc(F)cc3)n2)nc1N
  -3.2 | i | i | i | i | i | i | i | -0.1 | i | i
Cc1ccccc1OCc1nnc(SCC(=O)N2c3ccccc3Sc3ccc(Cl)cc32)o1
  10.1 | i | i | i | i | i | i | i | -0.5 | i | i
COc1ccc(-c2cc(C(=O)Nc3ccccc3N3CCOCC3)c3ccccc3n2)cc1OC
  21.8 | i | i | i | i | i | i | i | -0.5 | i | i
CCN(C(=O)CN1C(=O)NC2(CCc3ccccc32)C1=O)C1CCCCC1 (stereo unspecified)
  7.4 | i | i | i | i | i | i | i | -0.5 | i | i
O=C(NCc1ccccc1)N1CCN(CCO)CC1
  26.1 | i | i | i | i | i | i | i | -0.3 | i | i
Cc1ccc(OCc2cc(C(=O)N(C)CC3CCOCC3)no2)cc1C
  7.5 | i | i | i | i | i | i | i | 4.1 | i | i
CCOCCc1c(O)nc(SCCOc2ccc(C)c(C)c2)[nH]c1=O
  7.5 | i | i | i | i | i | i | i | 0.0 | i | i
Cc1ccccc1N1C(N)=NC(N)=NC1(C)C
  22.3 | i | i | i | i | i | i | i | 0.6 | i | i
COc1ccccc1NC(=O)CCN1C(=O)/C(=C\c2cc(OC)c(OC)c(OC)c2)SC1=S
  0.4 | i | i | i | i | i | i | i | -0.2 | i | i
CCOc1ccc(-c2nnc(NC(=O)Cc3ccc(OC)cc3)o2)cc1
  -12.4 | i | i | i | i | i | i | i | 0.3 | i | i
O=C(Cn1nnc(-c2ccccc2NC(=O)c2ccco2)n1)NC1CCCCC1
  12.2 | i | i | i | i | i | i | i | 0.3 | i | i
COc1cc(C(=O)OCC(C)=O)ccc1OCc1c(C)noc1C
  28.6 | nt | i | nt | i | nt | i | i | 1.8 | i | i
CCCc1nnc(NC(=O)COC(=O)c2cc(C)nc3ccccc23)s1
  22.5 | i | i | i | i | i | i | i | nt | i | i
CCOc1ccc(CNCc2cccnc2)cc1
  7.3 | i | i | i | i | i | i | i | 1.3 | i | i
C=CCn1c(SCC(=O)NC2CCCC2)nnc1-c1ccncc1
  16.4 | i | i | i | i | i | i | i | 0.4 | i | i
O=C(CCn1nc(-c2ccc(F)cc2)ccc1=O)NCc1ccccc1
  4.1 | i | i | i | i | i | i | i | -0.1 | i | i
COc1cc(CCC(=O)OCc2nnc(-c3ccccc3)o2)cc(OC)c1OC
  -12.6 | i | i | i | i | i | i | i | -15.9 | i | i
COc1cc(CC(=O)Nc2ncc(C)s2)cc(OC)c1OC
  9.5 | i | i | i | i | i | i | i | 0.1 | i | i
CC(C)C(=O)NC(Nc1cccc2cccnc12)C(Cl)(Cl)Cl (stereo unspecified)
  13.6 | i | i | i | i | i | i | i | 0.0 | i | i
CC1Cc2ccccc2N1C(=O)CO/N=C/c1ccc(OC(F)F)cc1 (stereo unspecified)
  3.4 | i | i | i | i | i | i | i | 0.9 | i | i
CC(=O)c1cccc(NC(=O)C2COc3ccccc3O2)c1 (stereo unspecified)
  27.7 | i | i | i | i | i | i | i | 5.0 | i | i
CC(C)CC1CCCCC1OC(=O)CN1CCCCC1 (stereo unspecified)
  5.5 | i | i | i | i | i | i | i | 0.0 | i | i
COc1cccc(CNC(=O)C2CCN(S(=O)(=O)c3cnc[nH]3)CC2)c1
  22.7 | i | i | i | i | i | i | i | -0.6 | i | i
O=C(NCCc1ccccc1)c1ccc2c(c1)OCCO2
  19.0 | i | i | i | i | i | i | i | -6.7 | i | i
O=S(=O)(/C=C/c1ccccc1)NCc1ccccc1Cl
  0.4 | i | i | i | i | i | i | i | 0.2 | i | i
CCOC(=O)C(C)Sc1nc(-c2ccccc2)nc2ccc(F)cc12 (stereo unspecified)
  12.7 | i | i | i | i | i | i | i | -0.4 | i | i
CCc1c(C2(O)CCCCC2)[nH]c2ccc(C#N)cc12
  8.4 | i | i | i | i | i | i | i | -1.4 | i | i
Cc1ccc(Cn2nnnc2CN2CCC(O)(c3ccccc3F)CC2)cc1
  12.3 | i | i | i | i | i | i | i | -0.1 | i | i
CCN(CC)S(=O)(=O)c1ccc(F)c(C(=O)OC2CC(C)OC2=O)c1 (stereo unspecified)
  22.4 | i | i | i | i | i | i | i | 0.8 | i | i
CCc1nnc(NS(=O)(=O)c2ccc(NS(=O)(=O)c3ccccc3)cc2)s1
  20.3 | i | i | i | i | i | i | i | 0.6 | i | i
N#Cc1ccc(/C=N/NC(=O)c2cccc(S(=O)(=O)N3CCOCC3)c2)cc1
  18.9 | i | i | i | i | i | i | i | 0.0 | i | i
CCn1c(O)c(N=NC(=O)CNc2ccc(C)cc2)c2ccccc21
  10.0 | i | i | i | i | i | i | i | 0.0 | i | i
CCCn1c(SCC(=O)N2CCCCC2)nnc1C(C)C
  -5.3 | i | i | i | i | i | i | i | -0.1 | i | i
O=C(CCC(=O)N1CCOc2ccc(Cl)cc21)NCCN1CCOCC1
  14.4 | i | i | i | i | i | i | i | -0.2 | i | i
CCN(CC(=O)NC(=O)NCc1ccccc1)Cc1nc2ccccc2c(=O)[nH]1
  3.7 | i | i | i | i | i | i | i | -0.7 | i | i
Cc1ccc(CN2C(=O)N/C(=C\c3ccc(N4CCOCC4)cc3)C2=O)cc1
  44.0 | i | i | i | i | i | i | i | -1.1 | i | i
CN(c1nc2ccccc2n2c(-c3ccco3)nnc12)S(=O)(=O)c1ccccc1
  16.8 | i | i | i | i | i | i | i | -0.2 | i | i
Cc1ccc(C)c(OCc2cc(C(=O)N(C)Cc3nccs3)no2)c1
  nt | i | i | i | i | i | i | i | 1.9 | i | i
CN(C)S(=O)(=O)c1cc(NC(=O)CSc2ncc(C(F)(F)F)cc2Cl)ccc1Cl
  15.4 | i | i | i | i | i | i | i | -0.4 | i | i
O=C(CCCN1C(=O)/C(=C\c2cccc(Br)c2)SC1=S)Nc1cccnc1
  3.8 | i | i | i | i | i | i | i | -0.1 | i | i
Cc1ccc(S(=O)(=O)N(C)C)cc1NC(=O)c1cc(=O)[nH]c2ccccc12
  17.6 | i | i | i | i | i | i | i | -0.3 | i | i
CCCOc1ccc(N2C(=O)CC(N3CCN(c4ccc([N+](=O)[O-])cc4)CC3)C2=O)cc1 (stereo unspecified)
  27.7 | i | i | i | i | i | i | i | -1.4 | i | i
O=C(COc1ccc(S(=O)(=O)NC2CCCC2)cc1)N1CCCCCC1
  54.9 | i | i | i | i | i | i | i | 0.1 | i | i
Cc1cccc(NC(=O)Cn2nnc(C(=O)NCc3ccco3)c2N)c1
  -3.4 | i | i | i | i | i | i | i | -0.4 | i | i
Cn1c(=O)c2c(O)c(Cc3ccccc3)c(=O)[nH]c2n(C)c1=O
  18.7 | i | i | i | i | i | i | i | 3.2 | i | i
Cc1cccc(NC(=O)C2C(c3ccccc3)C2(Cl)Cl)c1 (stereo unspecified)
  3.0 | i | i | i | i | i | i | i | -0.6 | i | i
O=C(N/C(=C/c1ccco1)C(=O)N1CCCCCC1)c1cccs1
  9.5 | i | i | i | i | i | i | i | -0.2 | i | i
CCOc1cc(/C=C2\N=C(C)OC2=O)cc(Br)c1OCC(=O)OC
  11.4 | i | i | i | i | i | i | i | 0.0 | i | i
